STK33 kinase inh = human STK33 kinase inhibition. purified STK33, MBP phosphorylation, ADP-Glo luminescence. inhibition, % at 10 µM. 0.073% of 320,000 active. AID 2661;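 active = inhibition at or above 25%, using the most active replicate where run in duplicate; inactive = inhibition below 25%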
Target sequence (Q9BYT3 whole entry, looked up): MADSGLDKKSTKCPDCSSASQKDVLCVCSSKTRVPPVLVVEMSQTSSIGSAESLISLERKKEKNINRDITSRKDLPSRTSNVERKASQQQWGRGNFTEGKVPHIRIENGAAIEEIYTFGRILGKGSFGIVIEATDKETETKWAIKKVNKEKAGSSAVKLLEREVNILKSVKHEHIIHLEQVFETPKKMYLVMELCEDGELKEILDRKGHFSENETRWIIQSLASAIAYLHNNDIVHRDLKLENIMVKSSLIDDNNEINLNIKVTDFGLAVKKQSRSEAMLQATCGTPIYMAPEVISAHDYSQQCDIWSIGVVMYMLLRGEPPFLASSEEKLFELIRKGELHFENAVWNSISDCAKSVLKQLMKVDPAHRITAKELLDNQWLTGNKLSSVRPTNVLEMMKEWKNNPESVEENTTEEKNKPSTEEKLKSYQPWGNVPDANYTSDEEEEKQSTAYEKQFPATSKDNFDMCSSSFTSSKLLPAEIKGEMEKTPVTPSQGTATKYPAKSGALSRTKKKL
Kir21 block = inhibitors of mouse Kir2.1 inward-rectifier potassium channel. HEK293-Kir2.1, FluxOR thallium flux fluorescence; hits give low values. B-score at 10 µM. 0.85% of 310,000 active;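 active = fluorescence ratio B-score at or below minus 3 SD of library scores, with starting-brightness B-score within 2 SD, cut at about -4.2 in these data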;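 also: channel flux triggered by added potassium and thallium sulfate stimulus; B-score of peak minus minimum fluorescence over baseline after thallium stimulus; more negative B-score means stronger Kir2.1 block with less thallium influx; some compounds called inactive have numbers as strong as hits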
Target sequence (P35561 whole entry, looked up): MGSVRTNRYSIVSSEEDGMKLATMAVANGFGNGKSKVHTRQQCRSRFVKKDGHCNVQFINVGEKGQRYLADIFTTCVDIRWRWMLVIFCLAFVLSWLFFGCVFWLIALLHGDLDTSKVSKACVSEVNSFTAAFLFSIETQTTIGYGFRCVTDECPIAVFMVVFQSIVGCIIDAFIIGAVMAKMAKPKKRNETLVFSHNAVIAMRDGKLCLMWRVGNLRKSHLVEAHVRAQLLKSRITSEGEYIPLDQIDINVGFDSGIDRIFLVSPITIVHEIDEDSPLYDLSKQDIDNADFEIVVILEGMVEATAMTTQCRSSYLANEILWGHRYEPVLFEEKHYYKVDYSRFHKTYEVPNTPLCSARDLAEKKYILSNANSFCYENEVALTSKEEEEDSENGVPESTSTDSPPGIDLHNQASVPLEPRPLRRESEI
* = called active by the depositor; x = not tested or not shown. Some of the compounds tested; count on the stated rates, not on these rows.

Each structure is followed by: Kir21 block | STK33 kinase inh
- COc1ccc(OC)c(N2C(=O)NC(=O)/C(=C/c3ccc([N+](=O)[O-])s3)C2=O)c1
  -2.7 | -0.3
- COCCCn1c(N)c(C(=O)Nc2ccccc2)c2nc3ccccc3nc21
  2 | -2.1
- COC1CC(OC2CCC3(C)C(CCC4C3CCC3(C)C(C5=CC(=O)OC5)C(OC(C)=O)CC43O)C2)OC(C)C1OC1OC(COC2OC(CO)C(O)C(O)C2O)C(O)C(O)C1O (stereo not given)
  -1.3 | 0.3
- Cc1cccc(NC(N)=S)c1
  -1.7 | -2.2
- O=C(Nc1ccccc1)OC1CN=C(N[N+](=O)[O-])NC1 (stereo not given)
  -0.03 | -0.4
- COc1cc2[nH]c(=O)n(-c3ccccc3)c(=O)c2cc1OC
  -0.94 | -1.5
- O=c1c2ccccc2[nH]c(=S)n1-c1ccc2c(c1)OCCO2
  0.64 | -1.8
- CCOC(=O)c1sc(/N=C/c2c(O)n(-c3ccccc3)c(=O)[nH]c2=O)c(C#N)c1C
  1.5 | -7.2
- CCOC(=O)c1c(C)[nH]c(C(=O)C(C)N2CCCC2)c1C (stereo not given)
  0.64 | x
- CC1(C)Cc2c(sc3c2C(=O)NC(c2cccnc2)N3)CO1 (stereo not given)
  -2 | -1.0
- CCOC(=O)c1[nH]ncc1CN1CCCC(C(=O)c2cccc(Cl)c2)C1 (stereo not given)
  -3.6 | 0.5
- CC[n+]1c(SC)ccc2cc(OC)ccc21
  -0.58 | -1.2
- Cc1ccc(C)c(OCC(=O)N2CCN(Cc3ccc4c(c3)OCO4)CC2)c1
  -3 | -0.6
- COc1ccc(N2C(=O)NC(=O)/C(=C/c3ccc([N+](=O)[O-])s3)C2=O)cc1
  -0.63 | -0.7
- CN1CCN(CC#CCOc2ccc(Cl)cc2)CC1
  -0.99 | -1.7
- CCOc1ccc(Cl)cc1CNCCc1ccccc1F
  -8.9* | 0.1
- CCc1ccccc1N1C(=O)NC(=O)/C(=C\c2cc(C)n(C)c2C)C1=O
  -0.08 | -0.9
- COC(=O)C(=O)N1CC2(C)CNCC(C)(C1)C2=O
  0.06 | 0.5
- CC(C)N1CCN(Cc2ccc3c(c2)OCCO3)CC1CCO (stereo not given)
  -0.05 | 1.1
- CC1(C)CC(N(CCc2ccccc2)Cc2ccccc2)CCO1 (stereo not given)
  -1.2 | -0.7
- O=C(c1ccc(N2CC3CC(C2)c2cccc(=O)n2C3)c([N+](=O)[O-])c1)N1CCCC1 (stereo not given)
  0.29 | -0.4
- CCCc1c(C)nc(-c2ccc(C)cc2)nc1OC(=O)N(C)C
  -0.54 | -1.6
- Oc1ccc(C(=C(Cl)Cl)c2ccc(O)cc2)cc1
  -5.6* | 1.2
- O=C1C=Cc2ccccc2C1=O
  0.03 | 0.5
- NC(Cc1ccccc1)c1nc2ccccc2[nH]1 (stereo not given)
  -0.68 | -2.4
- COc1ccc(CNCCc2ccc(Cl)cc2Cl)cc1
  1.6 | 0.0
- CCOc1cc(C2NCc3ccccc3-n3cccc32)ccc1O (stereo not given)
  -0.93 | -0.7
- O=C(CCCn1c(=O)[nH]c2cc(Cl)ccc2c1=O)N1CCC2(CC1)OCCO2
  0.69 | -1.9
- CCC(CC)N1CCN(Cc2nc3ccccc3c(=O)n2-c2ccc(F)cc2)CC1
  1.3 | -1.4
- C=C(C)CN1CC[C@]23c4c5ccc(O)c4O[C@H]2c2[nH]c4ccccc4c2C[C@@]3(O)C1C5
  -1.4 | -2.6
- O=C(CN1CCCC1)Nc1ccc(Cl)cc1C(=O)c1ccccc1
  -2.3 | -1.5
- CC(=O)OC1(Cc2ccccc2)CN2CCC1c1ccccc12 (stereo not given)
  -1.5 | 0.3
- C[N+](C)(C)CC(=O)O
  x | 0.0
- O=C1NC(=O)C(=Cc2coc3ccc(O)cc3c2=O)C(=O)N1
  -0.8 | 4.8
- CC(=O)c1ccccc1NC(=O)C1C2CCC(O2)C1C(=O)O (stereo not given)
  1.9 | -0.2
- Cc1ccc2c(c1)C1CN(C)CCC1N2C(=O)Nc1cccc(C(F)(F)F)c1 (stereo not given)
  -0.87 | 0.9
- COC(=O)C(NC(=S)N1CC2C[C@@H](C1)Cn1c2cccc1=O)C(C)C (stereo not given in full)
  -0.27 | x
- CCc1cc(=O)oc2cc(OCC(=O)N3C[C@H]4C[C@@H](C3)c3cccc(=O)n3C4)c(Cl)cc12
  0.74 | 5.0
- Cc1cccc(N2C(=O)NC(=O)/C(=C\c3cc(C)n(-c4sc5c(c4C#N)CCCC5)c3C)C2=O)c1C
  -0.46 | -1.0
- C=C[C@@H]1C[C@@]1(C)[C@@H](NP(=O)(c1ccccc1)c1ccccc1)c1ccccc1
  1.1 | -1.8

Record cards, as listed above:
Entry for CCc1cc(=O)oc2cc(OCC(=O)N3C[C@H]4C[C@@H](C3)c3cccc(=O)n3C4)c(Cl)cc12 → Kir21 block = 0.74; STK33 kinase inh = 5.0
Entry for C=C(C)CN1CC[C@]23c4c5ccc(O)c4O[C@H]2c2[nH]c4ccccc4c2C[C@@]3(O)C1C5 → Kir21 block = -1.4; STK33 kinase inh = -2.6
Entry for O=C(CN1CCCC1)Nc1ccc(Cl)cc1C(=O)c1ccccc1 → Kir21 block = -2.3; STK33 kinase inh = -1.5

Additional structures.
Each structure is followed by: Kir21 block | STK33 kinase inh
- [O-][n+]1onc2c1CCC1N(O)CCC21O (stereo not given)
  -0.82 | -1.3
- O=C1NC(=O)C(CCc2ccncc2)(Cc2ccc(OCc3ccccc3)cc2)C(=O)N1
  0.16 | -2.2
- COc1ccc(NC2=NC(C)(C)CS2)cc1
  0 | 0.1
- N=Cc1c(O)n(-c2cccc(Cl)c2)c(=O)[nH]c1=O
  -0.02 | 1.2
- CSc1ccc(C(=O)C(C)(C)N2CCOCC2)cc1
  1.1 | -1.2
- Brc1ccccc1
  0.37 | -1.4
- Cc1ccc(N2C(=O)CC(=O)NC2=O)c(C)c1
  -1.3 | -1.5
- CCCCCOc1ccc(C)cc1CN(CCCl)CCCl
  1.8 | 0.4
- COC(=O)C1=Nc2ccccc2/C1=C\c1c(O)n(-c2ccc(Br)cc2)c(=O)[nH]c1=O
  x | -1.2
- CN1C2CCC1CC(OC(c1ccccc1)c1ccccc1N)C2 (stereo not given)
  -0.12 | -1.4
- Cc1ccc(-c2nc(CS(=O)CC(=O)N3CCC4(CC3)OCCO4)c(C)o2)cc1 (stereo not given)
  -0.04 | 2.6
- CC(=NCCCN1CCCCC1)c1c(O)n(Cc2ccccc2)c(=O)[nH]c1=O
  3 | -0.6
- Cc1onc(-c2c(Cl)cccc2Cl)c1/C(N)=N/OC(=O)N(C)C
  -0.03 | -2.0
- O=C(Nc1ccc(Cl)cc1)N1CC2CC(C1)c1cccc(=O)n1C2 (stereo not given)
  0.08 | -1.6
- CCc1n[nH]c(CCN)n1
  -0.06 | -0.9
- O=C(CCC(=O)N1CCC2(CC1)OCCO2)Nc1nnc(C(F)(F)F)s1
  1.6 | -0.2
- O=[N+]([O-])c1ccc(C2[C@H]3C(c4ccccc4)=NC4(CCCC4)N23)cc1 (stereo not given in full)
  -0.11 | 0.1
- Cc1ccc(CN2CCSc3ccc(C(=O)N4CCC5(CC4)OCCO5)cc32)cc1
  -0.73 | 0.1
- Cc1ccc2c(c1)cc1c(=O)n(CC(=O)N3CCC4(CC3)OCCO4)nc(C)n12
  0.02 | -0.5
- C=Cn1ccnc1P(O)(=S)c1nc(C)c(CCOC(C)=O)s1 (stereo not given)
  -0.36 | -1.3
- O=c1[nH]c(CN2CC=C(c3ccccc3)CC2)nc2cc(C(F)(F)F)ccc12
  -2 | -1.0
- C[C@H]1CCCC(=O)CCCCCc2cc(O)cc(O)c2C(=O)O1
  0.52 | 9.0
- O=c1[nH]c(=O)n(Cc2ccc(F)cc2)c(O)c1C=NCC1CCCO1 (stereo not given)
  1 | 0.5
- CC(=O)N(C1=NCCCS1)c1ccccc1Cl
  0.39 | -1.8
- CCC12C=CCN3CCC4(c5cc(Br)c(OC)cc5N(C)C4C(O)(C(=O)OC)C1OC(C)=O)C32 (stereo not given)
  0.23 | 0.0
- O=C1C2(c3ccccc3)CN3CN(C2)CC1(c1ccccc1)C3
  -2.2 | -2.1
- CCOc1c(P(=S)(N(C)C)N(C)C)c(C)nn1-c1ccccc1
  0.02 | -0.5
- CCc1nn(CC(=O)N2CCC3(CC2)OCCO3)c(=O)c2cc3ccccc3n12
  -0.47 | 1.2
- CCCCCn1c(=O)c(C(=O)Nc2ccccc2N)c(O)c2ccccc21
  1.9 | 0.2
- COC(=O)C1=C(c2c(C)noc2C)C[C@@H]2CC[C@H]1N2C(=O)NC1CCCCC1
  x | 0.4
- c1ccc(C2=NP(N3CCOCC3)(N3CCOCC3)=NC(N3CCOCC3)=N2)cc1
  0.19 | x
- Cc1nonc1OCCNCCNc1ccc([N+](=O)[O-])c2cccnc12
  1.1 | 0.3
- CSC1=NP(=S)(SC)N2CCCC2=C1C#N (stereo not given)
  -0.39 | -1.0
- Cc1[nH]c2c(Cl)cccc2c1CCN
  0.12 | 7.0
- Oc1ccc(C[C@H]2NCCc3cc(O)c(O)cc32)cc1O
  -0.51 | -0.7
- O=C1CCN(C(=O)CNC(=O)Cc2ccccc2)CC1
  -0.45 | -1.6
- CC(=O)N1N=C2C3CCN(CC3)C2C1c1ccccc1 (stereo not given)
  -0.17 | -1.3
- [Cl][Pt+2][Cl].[NH-]C1CCCCC1[NH-] (stereo not given)
  x | 4.7
- CN(C)c1ccc(-[n+]2c(-c3ccccc3)cc(-c3ccccc3)cc2-c2ccccc2)cc1
  -15* | x
- COc1ccccc1-n1c(-c2cccs2)nc2ccccc2c1=O
  -0.8 | -1.5
- Cn1c(O)c(C(=Nc2ccc(F)cc2)c2ccccc2Cl)c(=O)n(C)c1=O
  -1.1 | 2.0
- CCOc1cccc(OCC)c2c(C)[n+](CC3CCCO3)c(C)c1-2 (stereo not given)
  -0.7 | -0.1
- COc1ccc(-c2nn(CCC#N)cc2C(=O)O)cc1
  -0.03 | -1.5
- Cc1nc2c(=O)n(C)c(=O)nc-2n(C)n1
  x | -1.5
- CC(=O)c1c(C)n(C2CCCCC2)c2ccc(O)cc12
  -0.21 | -2.1
- COC(=O)C1=C(c2cccc(C#N)c2)C[C@@H]2CC[C@H]1N2C(=O)NCCCOC(C)C
  x | 0.2
- CCOP(=O)(OCC)c1ccc(OP(=O)(c2cccc([N+](=O)[O-])c2)c2cccc([N+](=O)[O-])c2)cc1
  -0.18 | -2.1
- COc1ccc(N=Cc2c(O)n(Cc3ccccc3)c(=S)[nH]c2=O)c(OC)c1
  0.5 | -0.9
- CNC(=O)O/N=C/c1nn(C(=O)C(C)(C)C)cc1Br
  0.43 | 0.0
- CSc1ccccc1C(=O)C1CCCN(Cc2ccncc2)C1 (stereo not given)
  -0.01 | -1.7
- Cc1nc2ccccc2c(=O)n1-c1cc(F)ccc1F
  0.21 | -1.9
- CCCCn1c(O)c(C(C)=NCCCN(C)C)c(=O)[nH]c1=O
  -0.93 | 3.4
- CCCCC(CC)CNCC(O)c1ccccc1 (stereo not given)
  -1.4 | -0.8
- CSc1ncc(/C=C2/C(=O)NC(=O)N(C3CCCCC3)C2=O)cn1
  0.49 | -0.8
- CCC(=Nc1cc(OC)ccc1OC)c1c(O)[nH]c(=O)[nH]c1=O
  -0.04 | -0.7
- O=c1[nH]c(=O)n(Cc2ccco2)c(O)c1C=NCc1cccs1
  -1.4 | -5.3
- O=[N+]([O-])c1ccc(N2CCNCC2)cc1NCC1CCCO1 (stereo not given)
  -0.45 | 1.1
- CC(C)[C@H]1C(=O)N2CCC[C@H]2[C@]2(O)O[C@](NC(=O)[C@@H]3C=C4c5cccc6[nH]cc(c56)C[C@H]4N(C)C3)(C(C)C)C(=O)N12
  x | -0.1
- Cn1c(O)c(C=NCCN2CCOCC2)c(=O)[nH]c1=S
  1.2 | -0.9
- CCN1CCN(S(=O)(=O)c2ccc(Cl)c(C(=O)Nc3ccc(C(=O)N(CC)CC)cc3)c2)CC1
  1.7 | -2.0

The listing continues.
Each structure is followed by: Kir21 block | STK33 kinase inh
- CCc1ccc(C(=O)C23CN4CN(CN(C4)C2)C3)cc1
  1.2 | -0.7
- O=C1/C(=C\c2cccnc2)N2CCC1CC2
  0.01 | -0.6
- Cc1ccc2c(c1)N(CCC(=O)N1CCC3(CC1)OCCO3)C(=O)CO2
  -0.01 | -0.7
- COc1ccc(/C=C/C(=O)NC(=S)N2C[C@H]3C[C@H](C2)c2cccc(=O)n2C3)cc1OC
  0.36 | 0.2
- CCn1cc(CN2CCCC(C(=O)c3sccc3C)C2)cn1 (stereo not given)
  -1.3 | -1.8
- c1ccc2c(CCNC3=NCCC3)c[nH]c2c1
  2.4 | 0.0
- c1ccc(CN2CCN(Cc3ccc4ccccc4c3)CC2)cc1
  -3.8 | -0.8
- COc1ccc(/C=C/C(=O)NC(=S)N2C[C@H]3C[C@H](C2)c2cccc(=O)n2C3)cc1
  -0.01 | -0.5
- CCC/C=C(\CCC)C(NP(=O)(c1ccccc1)c1ccccc1)c1ccccc1 (stereo not given)
  -1.2 | -1.2
- CN1CCC(N(C)Cc2cccnc2)CC1
  1.5 | -1.2
- Cc1ccc(N)c(C(=O)c2ccc(Br)cc2)c1
  -0.89 | -1.4
- Nc1ccc(S(=O)(=O)N2CC3CC(C2)c2cccc(=O)n2C3)cc1 (stereo not given)
  -0.18 | -0.1
- Cc1ccccc1N1C(=O)NC(=O)/C(=C\c2cc(Br)c(N3CCOCC3)o2)C1=O
  -2.5 | 3.1
- CC(=NCc1ccco1)c1c(O)n(-c2ccccc2)c(=O)[nH]c1=O
  0.89 | -1.6
- CN(C)CC1CSCCC1(O)c1ccccc1Cl (stereo not given)
  -0.19 | 0.3
- C[C@H]1OC[C@@H](C[N+](C)(C)C)O1
  -0.33 | -1.2

Screening data deposited in PubChem BioAssay by several laboratories.
